# OPRM1-OPRD1 ag: agonists of human mu-delta opioid receptor heterodimerization; activation, % at 9.3 µM; cells, OPRM1-OPRD1 heterodimerization, luminescence; P35372+P41143; 340,000 tested, 0.3% active; in the data active means activation above about 18%;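 further: 0% = vehicle-treated cells and 100% = reference agonist; values of inactives mirror those of a sister screen read the other way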
# Target sequence (P35372 whole entry, looked up): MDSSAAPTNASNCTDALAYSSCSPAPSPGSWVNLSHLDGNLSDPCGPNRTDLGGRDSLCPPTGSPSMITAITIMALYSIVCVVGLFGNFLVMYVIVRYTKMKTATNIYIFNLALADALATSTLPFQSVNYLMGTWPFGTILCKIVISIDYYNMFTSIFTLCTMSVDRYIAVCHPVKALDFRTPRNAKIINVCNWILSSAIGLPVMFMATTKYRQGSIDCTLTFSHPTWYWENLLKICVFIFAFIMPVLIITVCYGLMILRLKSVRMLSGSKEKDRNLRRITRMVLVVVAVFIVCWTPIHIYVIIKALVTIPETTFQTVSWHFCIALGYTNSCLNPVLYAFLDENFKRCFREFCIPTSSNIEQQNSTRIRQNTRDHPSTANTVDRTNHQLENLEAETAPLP
# Target sequence (P41143 whole entry, looked up): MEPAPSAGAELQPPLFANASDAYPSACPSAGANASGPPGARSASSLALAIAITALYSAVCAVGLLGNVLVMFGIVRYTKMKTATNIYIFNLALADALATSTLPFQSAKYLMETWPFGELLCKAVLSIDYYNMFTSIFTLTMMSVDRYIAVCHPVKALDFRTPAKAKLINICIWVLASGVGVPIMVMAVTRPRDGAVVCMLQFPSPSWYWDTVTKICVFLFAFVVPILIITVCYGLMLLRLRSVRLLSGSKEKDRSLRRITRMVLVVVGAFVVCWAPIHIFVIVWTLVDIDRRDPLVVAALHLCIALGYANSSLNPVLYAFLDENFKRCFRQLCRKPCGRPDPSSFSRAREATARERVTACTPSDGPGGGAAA
# PfHsp90 set2: growth inhibition of yeast expressing Plasmodium Hsp90; inhibition, % at 9.4 µM; 310,000 tested, 0.32% active; S. cerevisiae expressing PfHsp90, BacTiter-Glo ATP, 48 h; yeast lacking PDR1 and PDR3 efflux regulators;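 active means every replicate shows inhibition above about 80%, whatever the replicate mean, limit read from the data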;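 further: 0% = DMSO neutral controls and 100% = 20 µM radicicol positive controls; yeast relying on Plasmodium falciparum Hsp90 in place of its own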
# DSG3 Ab inh: blocks pemphigus antibody binding to human desmoglein-3. P32926. DSG3-coupled beads, scFv-anti-DSG3-GFP binding, flow cytometry; active compounds read low. binding (percent of control), % at 10 µM. 310,000 tested, 0.48% active. AID 588358;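 active means binding more than 3 SD below its plate's average and above zero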;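 further: hits lower antibody fragment binding to DSG3; some compounds called inactive have numbers as strong as hits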
# Arrestin-AP2 inh: blocks beta-arrestin peptide binding to AP2 adaptin. FITC-arrestin peptide / GST-AP2 beads, flow cytometry; AP2 beta2 appendage carries R879A mutation. inhibition, % at 10 µM. AID 504490. 340,000 tested, 0.31% active;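 active means inhibition above a set limit, near 3 SD of compounds lacking own fluorescence, cut at about 54% in these data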;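 further: plate controls were DMSO wells for no effect and 5 µM unlabelled arrestin peptide for full effect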
#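 Material – AP2 appendage R879A on GSH beads · Buffer or medium – PBS with 0.05% Tween 20 and 0.1% BSA · Probe or stimulus – fluorescein-tagged arrestin peptide at 50 nM final · Incubation – compound with beads 12 min RT, then probe 1 h RT · Detection – high-throughput flow cytometry of beads, ex 488, em 535 nm · Evaluation – percent response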
# Tat transport: blocks Tat-dependent protein export in E. coli | E. coli MC4100 TorA-mCherry Tat export, fluorescence | inhibition, % at 10 µM | 340,000 tested, 0.036% active | AID 488895;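 active means mean replicate inhibition at least 50% and at least half of replicates individually reaching 50%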;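 further: exported cargo escapes ClpAP degradation while cytoplasmic cargo is degraded and loses fluorescence; 0% = median of neutral control wells and 100% = median of NaSCN control wells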
# SUMO Mot1 rescue: inhibitors of SUMOylation pathway: yeast Mot1-301 growth rescue; S. cerevisiae Mot1-301 growth rescue, ATP luminescence, 38.5C; percent above DMSO median, 100 means doubled; growth rescue, % at 18.8 µM; 320,000 tested, 1% active;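 active means every valid replicate shows activation above 250% relative to neutral control wells; inactive means the rest, any valid replicate at or below 250%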;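 further: OY570 slx delta 5 strain wells were the positive control but not used for scaling; some compounds called inactive have numbers as strong as hits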
# phage Ecoli inh: E. coli growth loss with phage present; growth absorbance; inhibition, % at 11.9 µM; 360,000 tested, 0.26% active; in the data active means inhibition above about 11%
# E coli growth: bacterial growth inhibition, counter-screen for AddAB inhibitors; E. coli V3065 growth, OD600 absorbance, 18 h; inhibition, % at 11.9 µM; 330,000 tested, 0.27% active; AID 449728;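 active means inhibition above the campaign's mean inhibition across all tested compounds plus 3 SD, cut at about 9.9% in these data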;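 further: uninfected addAB+ strain grown without phage in ampicillin broth; 0% = DMSO wells and 100% = ciprofloxacin 0.95 µg/ml wells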
# OPRM1-OPRD1 inv: mu-delta opioid heterodimer inverse agonism. P35372+P41143. cell-based MOR-DOR heterodimer luminescence. inhibition, % at 9.3 µM. 340,000 tested, 0.21% active. AID 504357; in the data active means inhibition above about 22%, passing the limit was not always enough;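 further: 0% = cells with DMSO and 100% = wells without cells with DMSO; values of inactives mirror those of a sister screen read the other way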
# AddAB inh: less growth of phage-infected E. coli with AddAB; E. coli expressing H. pylori AddAB, absorbance growth; inhibition, % at 11.9 µM; 330,000 tested, 0.29% active; AID 435030; in the data active means inhibition above about 12%;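 further: 0% = vehicle wells of infected cells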
# PKA-R1A activ: activates the PKA-R1A holoenzyme complex; P00514+P68181; PKA-R1A dissociation, Cy5-IP20 fluorescence polarization; scaled: DMSO 0%, 113 µM cGMP 100%; activation, % at 11.4 µM; 340,000 tested, 0.083% active;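 active means percent activation above the mean of all tested compounds plus 3 SD, cut at about 19% in these data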;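 further: higher means more PKAc released from R1A so a rise in polarization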
# An asterisk follows results filed as active; / = no result given.
no.	structure	OPRM1-OPRD1 ag	PfHsp90 set2	DSG3 Ab inh	Arrestin-AP2 inh	Tat transport	SUMO Mot1 rescue	phage Ecoli inh	E coli growth	OPRM1-OPRD1 inv	AddAB inh	PKA-R1A activ
1	CCOc1ccc(NS(=O)(=O)c2ccc3c(c2)CCN3C(=O)C2CCC2)cc1	0.2	10	100	-4	-3	12	4.3	-1.8	-1	0.1	-5
2	COc1ccccc1NC(=O)CSc1nncn1N	-2.1	4	100	32	-7	-3	2.3	/	10	/	1
3	COc1ccc(N=C2NC(=O)/C(=C\C=C\c3ccccc3)S2)cc1	1.4	-2	101	47	2	-16	1.0	1.3	-7	1.5	-9
4	Cc1cccc(C(=O)NCC(c2ccco2)N(C)C)c1 (stereo unspecified)	0.9	22	109	3	3	2	-0.2	-0.4	-5	1.5	-1
5	COc1ccc(S(=O)(=O)N2CCN(c3ccc4nnc(-c5ccc(F)cc5)n4n3)CC2)cc1	-1.7	13	102	-4	5	-5	2.5	-2.5	10	-3.9	-4
6	O=C(Nc1ccc([N+](=O)[O-])cc1)C1C(c2ccccc2)=C1c1ccccc1	2.1	-14	99	3	0	-8	0.6	2.4	-12	3.1	-2
7	COc1ccc(N2CCN(Cc3nc(-c4ccccc4)no3)CC2)cc1	-2.0	/	115	-23	8	-15	1.4	1.8	9	1.4	-17
8	O=c1c([N+](=O)[O-])cc(C(F)(F)F)cn1Cc1c(Cl)cccc1Cl	1.5	-9	/	-4	-13	-10	4.1	-1.1	-8	-1.5	-10
9	CC(C)c1ccc(NC(=O)c2ccccc2NC(=O)C2CC=CCC2C(=O)O)cc1 (stereo unspecified)	-0.6	-17	119	12	0	-13	0.6	/	4	/	0
10	Clc1ccccc1CSc1nc2ccncc2[nH]1	-0.5	20	109	-10	3	-13	5.2	3.7	3	1.8	-6
11	CCCCNC(=O)C1CCCN1C(=O)Nc1cccc(OC)c1 (stereo unspecified)	-1.9	/	82	25	-1	-7	2.8	-0.4	10	-0.5	-3
12	COc1cccc2c1cc1c(=O)n(CC(=O)N3CCCC3)nc(C)n12	-2.1	-1	126	-12	0	/	1.1	/	11	/	2
13	Cc1cccc(NC(=O)C(C)SCc2nc3sc(C)c(C)c3c(=O)[nH]2)n1 (stereo unspecified)	-6.9	8	109	-6	2	-2	0.4	0.5	23	-1.6	2
14	COc1ccc(OC)c(-n2c(SCC(=O)NCC3CCCO3)nc3ccccc3c2=O)c1 (stereo unspecified)	-5.7	15	107	-12	3	21	2.8	2.2	24	1.9	-13
15	Cc1ccc(NC2=NCC(=O)N2CCc2ccccc2)cc1C	-3.5	-7	102	-3	-2	-7	3.3	-1.4	18	3.1	3
16	O=C(NNC(=O)c1cnccc1C(F)(F)F)c1ccccc1	-2.1	-4	108	-11	6	-15	-0.2	-2.8	10	-2.1	0
17	C/C(=N\Nc1ccc(S(N)(=O)=O)cc1[N+](=O)[O-])c1ccco1	2.6	-29	101	0	2	20	1.9	1.3	-14	0.8	-1
18	CCOC(=O)c1cnn(-c2nc3c(C)cccc3s2)c1C	-0.9	-9	113	-2	9	22	-1.0	0.7	5	4.5	4
19	CN(C)c1ccc2c(O)cc(=O)n(C)c2c1	1.6	-9	104	-2	-10	-11	3.2	-2.0	-9	1.3	-11
20	CCOc1ncccc1C(=O)OCC(=O)NC(=O)NC(C)C	-1.3	7	111	14	10	-5	4.8	-1.4	6	-0.8	4
21	CC1CC(C)CN(C(=O)COC(=O)c2cccc([N+](=O)[O-])c2)C1 (stereo unspecified)	-0.7	-6	110	11	29	6	3.2	-1.9	4	-1.9	-13
22	O=C(N/N=C/c1ccccc1)c1ccc(N2CCOCC2)c([N+](=O)[O-])c1	0.3	-4	97	2	-4	-6	2.8	0.2	-1	4.5	3
23	CN(Cc1ccc(F)cc1)C(=O)CNC(=O)c1cccs1	-0.4	8	/	-4	-1	-12	-1.4	-3.5	2	-1.6	2
24	COCCNC(=O)c1cc2sccc2n1C	-3.1	6	97	17	9	7	2.5	-1.4	16	-0.4	-15
25	COc1ccc(NC(=O)CN2CCN(c3ccccc3F)CC2)cc1	1.9	-26	120	-2	4	-2	0.5	-1.6	-9	0.8	-4
26	COC(=O)c1c(NC(C)=O)sc2c1CCN(Cc1ccccc1)C2	-2.0	-40	106	-1	-6	26	3.1	0.3	12	-0.5	-6
27	CCOc1ccc(NC(=O)COC(=O)COc2cccc3c2OC(C)(C)C3)cc1	0.8	12	100	-1	-1	1	0.5	2.4	-4	2.3	-1
28	COc1ccc(CCNC(=O)NC(C(F)(F)F)C(F)(F)F)cc1OC	0.2	-7	107	3	0	19	4.0	0.9	-1	3.7	5
29	COC(=O)C1=C(C)Nc2nnnn2C1c1cc(OC)ccc1OC (stereo unspecified)	0.7	1	100	14	-3	-9	2.5	1.2	-4	-2.0	-7
30	CC1CN(c2nc3c(c(=O)n(Cc4ccc(Cl)cc4)c(=O)n3C)n2C)CC(C)O1 (stereo unspecified)	-1.3	4	95	3	4	-1	2.1	-2.6	7	-1.2	-1
31	C/C(=N\NC(=O)c1ccccc1)c1ccc(N2CCCCC2)cc1	-2.8	9	118	-7	-2	-1	5.7	-0.4	15	-1.4	-5
32	COc1cc(NC(=O)c2n[nH]c(=O)c3ccccc23)cc(OC)c1	-1.5	-10	101	1	14	-2	-0.1	3.2	8	0.7	-9
33	O=C(c1ccccc1)N1CCN(S(=O)(=O)N2CCOCC2)CC1	0.6	7	104	-14	4	4	5.3	1.3	-3	4.0	7
34	Cc1ccc(/C(=N/Nc2ncnc3ccccc23)C(=O)O)cc1	-1.5	4	/	8	0	2	0.9	-1.4	10	2.0	-10
35	Cc1cccc(C)c1NC(=O)CCCSc1nnc(N)s1	-2.1	/	113	-12	5	-15	-0.3	-2.8	10	4.6	-3
36	Cn1c(CNC(=O)c2ccc3c(c2)OCO3)nnc1SCC(=O)Nc1ccccc1F	-1.5	6	102	9	-3	43	1.3	-2.3	8	3.3	-12
37	COc1ccc(Cn2cnc3c4cc(F)ccc4n(C)c3c2=O)cc1	/	/	103	40	/	-8	3.3	-0.1	/	1.5	/
38	Cc1cc(NC(=O)CCC(=O)N(CC(=O)NC2CCCC2)Cc2ccccc2Cl)no1	-1.2	7	102	4	8	6	1.8	-3.1	7	2.9	0
39	CC(C)OP(=O)(OC(C)C)C(Nc1cccc(C(=O)O)c1)c1ccccc1 (stereo unspecified)	-2.5	-13	95	-20	4	19	/	0.3	13	-0.3	-4
40	O=C(Nc1ccc(N2CCOCC2)cc1)c1cnccn1	-1.8	-24	112	22	14	-4	1.8	-1.0	10	3.0	9
41	O=C(Nc1cccc(C(F)(F)F)c1)c1cc(S(=O)(=O)N2CCCCC2)ccc1N1CCOCC1	-0.9	1	92	-1	18	-2	0.4	0.2	4	2.8	2
42	CC(=O)N(C(C)=O)C1=C(C#N)C2(CCCCC2)Cc2ccccc21	-1.2	-15	115	-7	-1	871*	2.5	-2.8	5	2.4	-11
43	O=C(NC(=S)NCc1ccco1)c1ccccc1	3.4	20	108	-4	7	102	3.5	-0.2	-24	-1.8	-4
44	Cn1nc(CC(=O)N2CCN(c3ccccc3)CC2)c2ccccc2c1=O	-2.0	-30	108	12	5	3	1.6	0.1	11	1.2	1
45	CN(C)c1nnc(-c2ccc(Cl)cc2)o1	0.2	-21	/	13	-2	-10	1.1	-0.3	-1	2.6	-3
46	O=C(COC(=O)COc1ccc(Cl)cc1Cl)Nc1cccnc1Cl	0.8	-35	93	14	1	7	5.5	-0.2	-5	4.3	-14
47	O=C(O)CCC(=O)N1N=C(c2cccs2)CC1c1ccc(Br)cc1 (stereo unspecified)	-3.2	-9	105	33	5	9	1.6	0.6	15	0.5	-15
48	CCOC(=O)c1c(S(=O)(=O)NCC(=O)NCc2ccccc2Cl)c(C)n(C)c1C	-0.3	-13	/	2	7	39	3.9	1.8	2	0.4	-2
49	Cc1sc(NC(=O)CSc2nc(N)n(CC(=O)c3ccccc3)n2)c(C#N)c1C	1.2	0	98	2	1	-9	0.6	-2.5	-7	0.6	-1
50	c1ccc(Oc2ncnc3ccccc23)cc1	-1.1	-20	112	-22	-4	/	2.3	/	5	/	-10

# Next part:
no.	structure	OPRM1-OPRD1 ag	PfHsp90 set2	DSG3 Ab inh	Arrestin-AP2 inh	Tat transport	SUMO Mot1 rescue	phage Ecoli inh	E coli growth	OPRM1-OPRD1 inv	AddAB inh	PKA-R1A activ
51	CC(C)NC(=O)c1cc(C(=O)c2cc(Cl)ccc2O)coc1=N	-1.7	1	110	2	-6	159	2.2	2.5	8	1.8	-1
52	O=C(NCCc1ccncc1)c1ccc2nc(Cc3cccc(Cl)c3)oc2c1	0.8	21	/	-17	0	115	1.8	3.7	-4	3.0	1
53	COc1ccc(CNC(=O)CN2CCC(NC(=O)c3ccccc3C)CC2)cc1	-0.4	5	113	-2	7	-9	0.6	2.3	2	2.9	6
54	Cn1c(=O)c2ncn(CC(=O)Nc3cccc(-c4nc5ccccc5s4)c3)c2n(C)c1=O	/	8	121	3	-1	-17	2.9	-0.1	/	3.2	1
55	C=CCCC(=O)Nc1nc(C)c(-c2csc(Nc3ccc(Cl)cc3)n2)s1	-0.8	-16	101	31	-3	-13	1.0	-0.2	4	1.3	-7
56	CC(C)(C)OC(=O)N[C@H](C(=O)OC(C)(C)C)c1ccc(Br)cc1	12	-14	101	-4	-5	8	2.5	0.9	-69	3.2	5
57	CCCSc1cc(=O)n(-c2ccccc2)nc1C(=O)O	0.6	-1	93	17	-1	-4	4.4	0.5	-4	-0.5	-12
58	CC1CCCN(CCCNC(=O)c2ccc(CS(=O)(=O)c3c(Cl)cccc3Cl)o2)C1 (stereo unspecified)	0.3	10	98	12	0	-10	3.3	0.6	-2	2.3	0
59	CC(=O)N1CCN(S(=O)(=O)c2ccc3c(c2)CCC(=O)N3)CC1	1.1	10	96	9	4	3	3.4	-0.3	-4	1.2	-11
60	Cc1ccc(Nc2c(-c3ccc(N4CCOCC4)cc3)nc3ncccn23)cc1	-0.5	4	98	1	7	-27	-1.3	-2.4	2	-0.9	-11
61	CCn1c(COc2ccccc2C)nnc1SCC(=O)N1CCCCC1	-2.3	8	97	-10	-5	64	3.0	1.7	10	1.9	-20

# Pulled by compound from above, 2 records:
no.	structure	OPRM1-OPRD1 ag	PfHsp90 set2	DSG3 Ab inh	Arrestin-AP2 inh	Tat transport	SUMO Mot1 rescue	phage Ecoli inh	E coli growth	OPRM1-OPRD1 inv	AddAB inh	PKA-R1A activ
61	CCn1c(COc2ccccc2C)nnc1SCC(=O)N1CCCCC1	-2.3	8	97	-10	-5	64	3.0	1.7	10	1.9	-20
60	Cc1ccc(Nc2c(-c3ccc(N4CCOCC4)cc3)nc3ncccn23)cc1	-0.5	4	98	1	7	-27	-1.3	-2.4	2	-0.9	-11
